Screens (PubChem BioAssay)
ATXN2 expr inh = reduces ATXN2 reporter expression in HEK-293 cells; Potency, µM (titrated, usually from 57 µM), inactives show at the highest dose activity change, negative = inhibition, usual class: inhibitors; AID 1745845; HEK-293 ATXN2-luciferase reporter, luminescence, 24 h; hit rate 0.72% among 360,000; further: potency means the concentration at half of the fitted maximal effect; on the % scale 0 is the no-effect control and ±100 the full control effect; nearly all actives have a fitted effect of over 55% in size
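ATXN2-luciferase reporter cells (luciferase flanked by upstream and downstream ATXN2 gene portions) were treated 24 h at 37 °C with compounds at up to 57 uM. SteadyGlo luminescence gave expression; GF-AFC fluorescence gave viability.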
MCF10A rereplic = inducers of DNA re-replication in MCF 10A breast cells. MCF 10A DNA re-replication, Hoechst nuclear intensity, 48 h. Potency, µM (doses to about 46.1 µM), for inactives: at the highest dose activity, positive = re-replication, hits mostly activators. hit rate 2.9% among 350,000. AID 624296; further: potency means the concentration at half of the fitted maximal effect; % of control where 0% means no effect; nearly all actives have a fitted effect of over 50% in size
HepG2 viability = kills HepG2 cells in TGF-b inhibitor counter-screen. AID 588856. hit rate 0.76% among 410,000. Potency, µM (highest dose often 46.1 µM), without a hit: at the top dose activity change, negative = cytotoxicity, hits mostly cytotoxic. HepG2 CAGA-GFP viability, ATP luminescence, 18 h; further: potency means the concentration at half of the fitted maximal effect; some results filed as inactive show a strong effect at the top dose
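HepG2 CAGA-GFP cells (1000/well, DMEM with 1% FBS) received compound, then TGF-beta at 500 pg/mL final, and were incubated 18 hours at 37 degrees C. Viability was read by CellTiter-Glo luminescence. Media-only wells were set as complete cell-killing and DMSO as no toxicity.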
Nrf2 block = inhibitors of Nrf2 signaling. A549 ARE-Fluc reporter, luciferase luminescence, 18-24 h. hit rate 2.1% among 360,000. Potency, µM (series often up to 46 µM), for the others: at the highest dose activity change, negative = inhibition, actives largely listed as inhibitors. AID 504444; further: potency means the concentration at half of the fitted maximal effect; on the % scale 0 is the no-effect control and ±100 the full control effect; nearly all actives have a fitted effect of over 60% in size
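A549 ARE_Fluc cells, 5000/well, 5% FBS OPTI-MEM; compounds in dose-response, 18-24 h at 37 °C/5% CO2; CellTiter-Fluor viability read (Ex 405/Em 525), then BugLite luciferase luminescence = Nrf2 activity.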
TGFb SMAD3 inh = blocks TGF-b signaling. hit rate 1.2% among 410,000. HepG2 CAGA-GFP TGF-b/SMAD3 reporter, GFP fluorescence, 18 h; TGF-beta stimulated, 500 pg/mL final. AID 588855. Potency, µM (titrated, usually from 46.1 µM), for inactives: at the top dose activity, negative = inhibition, actives largely listed as inhibitors; further: potency means the concentration at half of the fitted maximal effect; on the % scale 0 is the no-effect control and ±100 the full control effect; nearly all actives have a fitted effect of over 65% in size
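Cell-based qHTS in HEPG2 carrying a CAGA-GFP Smad reporter; compounds added before 500 pg/mL final TGF-beta, 18 h incubation at 37 degrees C, GFP fluorescence quantified per cell by imaging cytometry.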
A549 tox = counter-screen for Nrf2 inhibitors: cytotoxicity in A549 cells; Potency, µM (doses to about 46 µM), for inactives: top-dose activity change, negative = cytotoxicity, usual class: inhibitors; A549 ARE-Fluc cells, CellTiter-Fluor viability, 18-24 h; hit rate 0.16% among 390,000; further: potency means the concentration at half of the fitted maximal effect; on the % scale 0 is the no-effect control and ±100 the full control effect
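Cytotoxicity counterscreen: CellTiter-Fluor fluorescence was measured in A549 ARE_Fluc cells after 18-24 h of compound exposure in a concentration series. The subsequent BugLite luminescent read reports ARE-luciferase activity.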
S2 tox = viability counter-screen for ATXN expression inhibitors. S2 cells (HEK-293 line with an ATXN2-luciferase reporter) viability, CellTiter-Fluor protease fluorescence, 24 h. Potency, µM (highest dose often 56.7 µM), actives largely listed as cytotoxic. hit rate 0.49% among 400,000. AID 651635; further: potency means the concentration at half of the fitted maximal effect; nearly all actives have a fitted effect of over 40% in size
Nrf2 ARE act = activates Nrf2 signaling; AREc32 ARE-luciferase reporter (MCF7-derived line), luminescence, 24 h; Potency, µM (top dose mostly 46.1 µM), without a hit: at the highest dose activation, most hits filed as activators; hit rate 0.31% among 410,000; further: potency means the concentration at half of the fitted maximal effect; % of control where 0% means no effect; nearly all actives have a fitted effect of over 65% in size
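Luminescent ARE reporter assay in AREc32_Fluc cells: overnight plating at 37 deg C, 24 hr compound incubation, Steady-Glo added, 30 min RT before reading.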
IL1B secr inh = blocks inflammasome-driven IL-1 beta release; THP-1 LPS/ATP IL-1B secretion, AlphaLISA, 16 h; stronger effect = lower value; activity change, % at 57.5 µM; hit rate 4.7% among 360,000; AID 743279; in the data active means activity change below about -50%; inconclusive means mostly about -30% to -49%; further: on the % scale 0 is the no-effect control and ±100 the full control effect
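THP-1 cells pretreated 1 hr with compounds (up to 57.5 uM final), then stimulated with LPS (250 ng/mL final) plus ATP (1.25 mM final); secreted IL-1B measured by AlphaLISA after 16 hr, decreased signal indicating inhibition.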
* hit, by the source's call; i = inactive; ? = inconclusive; nt = not tested or not shown; & = joins results of further samples; [ ] = another dose, or the depositor's remark. Unless noted, the call rests on the fitted dose curve; in most records, active means well fitted curve in the direction sought with a large enough effect; inconclusive means small, poorly fitted or top-dose-only effect, or another doubt; inactive means no such curve, though single readings can be large; an effect the other way counts as inactive or inconclusive.

SMILES	ATXN2 expr inh	MCF10A rereplic	HepG2 viability	Nrf2 block	TGFb SMAD3 inh	A549 tox	S2 tox	Nrf2 ARE act	IL1B secr inh
Cc1noc(C)c1NC(=O)N(C)C[C@H]1Oc2c(cccc2N(C)C)C(=O)N([C@H](C)CO)C[C@@H]1C	3%	2%	-12%	-1%	5%	3%	i	-1.1%	5
CC(C)c1ccc(C2(C)NC(=O)N(CC(=O)NC3(C#N)CCCC3)C2=O)cc1 (stereo unspecified)	-5%	-4%	-13%	-8%	-10%	-1%	i	-0.8%	13
O=C(CC(O)(c1ccccc1)C(F)(F)F)c1cccs1 (stereo unspecified)	3%	5%	-12%	-18%	?	4%	i	0.0%	-4
COc1cccc(C(=O)Nc2ccc(F)c(F)c2F)c1	33%[activator]	-1%	-12%	22%	-4%	-2%	i	4.8%	0
CC(=O)Nc1ccc2c(c1)nc1n2CCSC1	26%	4%	5%	2%	7%	0%[1.84 µM]	i	-1.0%	-3
COc1ccc(NC(=O)C(Cc2ccccc2)NS(=O)(=O)c2ccc(Br)s2)cc1OC (stereo unspecified)	7%	nt	-38%	-14%	-21%	-5%	i	-0.1%	nt
CC(=O)N(CN1C(=O)CCC1=O)c1ccc(Cl)c(Cl)c1	-35%	0%	0%	?	3%	19%	?	-0.5%	18
CC(C)n1c(SCC(=O)Nc2nncs2)nnc1-c1ccco1	-9%	?	-16%	-2%	3%	-1%	i	-0.5%	9
CC(C)(C)OC(=O)N1CCCC(C(=O)Nc2cccc(C(=O)NC3CC3)c2)C1 (stereo unspecified)	-1%	-21%	5%	6%	?	3%	i	-0.9%	-17
O=C(NNC(=O)C1C2C=CC(C2)C1C(=O)O)c1ccccc1O (stereo unspecified)	18%	-5%	-8%	4%	0%	-1%	i	?	5
COc1ccc(NC(=O)C2CCCN(S(=O)(=O)c3c(C)n[nH]c3C)C2)cc1OC (stereo unspecified)	-25%&-3%	2.1µM*	-14%&-2%	?	1%&-26%	1%&-4%	i	-0.9%&-0.1%	16
CC(C)NC(=O)NC(=O)COC(=O)c1ncc(Cl)c(Cl)c1Cl	2%	0%	1%	?	-10%	-5%	i	1.5%	-63*
Cc1cccc(C(=O)N[C@H](C(=O)Nc2nc3ccc(S(C)(=O)=O)cc3s2)C(C)C)c1	8%	14%	-35%	-30%	-3%	-11%	i	-0.3%	?
Cc1ccc(C(=O)C2CCN(C(=S)NCCCOC(C)C)CC2)cc1	-13%	21%	-17%	?	-20%	9%	i	0.3%	8
COc1ccc(NC(=O)C(OC)c2ccccc2)cc1Cl (stereo unspecified)	0%	-6%	15%	2%	-10%	0%	?	-0.5%	-8
O=C(/C=C/c1ccc(O)cc1)c1ccccc1	33%	?	-21%	?	-19%	-4%	i	?	?
CC(O)CNc1ncnc2nc[nH]c12 (stereo unspecified)	9%	0%	-2%	?	4%	-8%	i	-0.8%	9
CCOC(=O)c1ccccc1NC(=O)CSc1nc2ccccc2c(=O)[nH]1	15%	18µM*	0%	?	-3%	0%	i	0.1%	-2
COc1cc(OC)cc(C(=O)NC2CCN(C(=O)N3c4ccccc4Sc4ccccc43)CC2)c1	3%	-15%	-43%	-30%	-22%	-5%	i	1.8%	-20
COc1ccc(OC)c(S(=O)(=O)NNC(=S)Nc2ccc3c(c2)OCO3)c1	3%	-2%	2%	?	11%	3%	i	5.3%	i

Given bar-delimited: entries from further up
molecule | ATXN2 expr inh | MCF10A rereplic | HepG2 viability | Nrf2 block | TGFb SMAD3 inh | A549 tox | S2 tox | Nrf2 ARE act | IL1B secr inh
CC(C)(C)OC(=O)N1CCCC(C(=O)Nc2cccc(C(=O)NC3CC3)c2)C1 (stereo unspecified) | -1% | -21% | 5% | 6% | ? | 3% | i | -0.9% | -17
O=C(NNC(=O)C1C2C=CC(C2)C1C(=O)O)c1ccccc1O (stereo unspecified) | 18% | -5% | -8% | 4% | 0% | -1% | i | ? | 5
COc1ccc(NC(=O)C2CCCN(S(=O)(=O)c3c(C)n[nH]c3C)C2)cc1OC (stereo unspecified) | -25%&-3% | 2.1µM* | -14%&-2% | ? | 1%&-26% | 1%&-4% | i | -0.9%&-0.1% | 16
CC(C)NC(=O)NC(=O)COC(=O)c1ncc(Cl)c(Cl)c1Cl | 2% | 0% | 1% | ? | -10% | -5% | i | 1.5% | -63*
Cc1cccc(C(=O)N[C@H](C(=O)Nc2nc3ccc(S(C)(=O)=O)cc3s2)C(C)C)c1 | 8% | 14% | -35% | -30% | -3% | -11% | i | -0.3% | ?

Additional results:
SMILES	ATXN2 expr inh	MCF10A rereplic	HepG2 viability	Nrf2 block	TGFb SMAD3 inh	A549 tox	S2 tox	Nrf2 ARE act	IL1B secr inh
COC(=O)c1ccc(-n2c(/C=C\c3cccc(Br)c3)nc3ccccc3c2=O)cc1	nt	nt	-28%	nt	-21%	-2%	nt	0.2%	nt
Cc1ccc(Cn2ncc3c(N4CCN(CC#N)CC4)ncnc32)cc1	-30%	7%	-21%	-29%	-23%	-1%	i	2.8%	-15
CCCCNC(=O)C(=O)N/N=C/c1ccc(C(=O)OC)cc1	-29%	35%	29%	1%	1%	12%	i	-0.6%	-4
COc1ccc(-c2c(C(C)=O)c(C)nc3sc4c(=N)n(N)cnc4c23)cc1	-10%	-56%[inhibitor]	-22%	-3%	-7%	2%	i	-0.3%	-25
C=CC[N+](C)(C)CCCNC(=O)/C=N/O	1%	?	-20%	?	1%	1%	i	0.5%	10
CC[n+]1c(/C=C/N(C)c2ccccc2)oc2ccc(F)cc21	?	?	-27%	6.5µM*	-3%	-23%	i	6.8%	-10
CSc1cccc(NC(=S)N(CCN(C)C)C(C)c2ccncc2)c1 (stereo unspecified)	nt	2%	-4%	20%	?	7%	i	0.5%	?
O=C(CSc1nccc(=O)[nH]1)c1c[nH]c2ccccc12	28%	-1%	4%	16%	3%	-2%	i	3.2%	24
CC1(C)Cc2c(ccc3ccccc23)C(NNC(=O)c2cccnc2)=N1	6%	-8%	-3%	nt	-6%	8%	i	0.0%	-13
CC(C)CC(C(=O)NC1CCCC1)N(Cc1cccs1)C(=O)c1snc(C(N)=O)c1N (stereo unspecified)	-1%	12%	5%	?	4%	-9%	i	1.4%	-13
CCCC(=Nc1ccc(N)cc1)C1=C(O)C(C(=O)OC)C(C)(C)CC1=O (stereo unspecified)	42%[activator]	4%	5%	0%	0%	14%[1.84 µM]	i	3.8%	13
CC1=CN2C(=NC(=O)CC2(C)C(=O)N(CC(=O)NC2CCCC2)Cc2ccc(Cl)cc2)C=C1 (stereo unspecified)	17%	3%	4%	-3%	-3%	1%	i	0.1%	4
CCOC(=O)c1nnn(-c2nonc2N)c1CN(CC)CC	-11%	-6%	11%	-1%	13%	-4%	i	-0.6%	28
CCCCn1c(O)c(N=NC(=O)Cn2c(C(F)(F)F)nc3ccccc32)c2ccccc21	-12%	17%	3%	-18%	0%	-1%	i	-0.1%	-7
COC(=O)c1sc(N)nc1C(C)(C)C	-9%	0%	-2%	nt	4%	1%	?	0.3%	0
CCOc1cc(C(=O)OCC(=O)Nc2ccc(SC(F)F)cc2)cc(OCC)c1OCC	6%	?	-4%	6%	8%	-4%	i	0.1%	14
Cc1ccc(-c2nc(C(=O)NCCCN3CCOCC3)cc3c2[nH]c2ccccc23)cc1	?	?	-49%	-22%	1%	-12%	?	12%	-52*
O=[N+]([O-])c1ccc(-c2cnc(SCc3ccccc3Cl)[nH]2)cc1	30%	?	-32%	-27%	-10%	-8%	i	3.4%	-8
O=C(O)/C=C/c1cn(Cc2ccccc2)nc1-c1cccs1	-9%	-1%	7%	-16%	-1%	-2%	nt	-0.8%	-11
CCN(CC)S(=O)(=O)c1ccc(C(=O)NCCCn2ccnc2)cc1	-17%	4%	6%	?	7%	5%	i	-0.7%	12
N#C/C(=C\c1ccc(O)cc1)C(=O)NCC1CCCO1 (stereo unspecified)	19%	nt	-2%	nt	19%	4%	i	0.1%	nt
CCS(=O)(=O)N1CCN(c2cc3c(cc2[N+](=O)[O-])n(C)c(=O)n3C)CC1	1%	-31%[inhibitor]	-2%	?	?	-1%	i	0.1%	8
Cc1ccccc1C(=O)Nc1cccc(C(=O)OCc2cc(=O)n3c(C)csc3n2)c1	nt	nt	-6%	nt	-18%	-7%	nt	0.1%	nt
COc1cc2c3c(c1OC)C1(C=CC(=O)C=C1)CC3N(C(C)=O)CC2 (stereo unspecified)	4%	2%	-26%	3%	2%	-6%	i	3.4%	0

Looked up by structure from the list above (four):
SMILES	ATXN2 expr inh	MCF10A rereplic	HepG2 viability	Nrf2 block	TGFb SMAD3 inh	A549 tox	S2 tox	Nrf2 ARE act	IL1B secr inh
COc1cc2c3c(c1OC)C1(C=CC(=O)C=C1)CC3N(C(C)=O)CC2 (stereo unspecified)	4%	2%	-26%	3%	2%	-6%	i	3.4%	0
Cc1ccccc1C(=O)Nc1cccc(C(=O)OCc2cc(=O)n3c(C)csc3n2)c1	nt	nt	-6%	nt	-18%	-7%	nt	0.1%	nt
CCOC(=O)c1ccccc1NC(=O)CSc1nc2ccccc2c(=O)[nH]1	15%	18µM*	0%	?	-3%	0%	i	0.1%	-2
CC(C)n1c(SCC(=O)Nc2nncs2)nnc1-c1ccco1	-9%	?	-16%	-2%	3%	-1%	i	-0.5%	9
